Screens: PubChem BioAssay, The Scripps Research Institute Molecular Screening Center
PLCg1 inh = inhibitors of human phospholipase C gamma1 | P19174 | purified PLC-gamma1, fluorogenic substrate, fluorescence | inhibition, % at 12.2 µM | 370,000 compounds, 0.84% hits | AID 720700; in the data active means inhibition above about 9.5%
ASAP1 inh = inhibitors of human ASAP1 ArfGAP activity. Q9ULH1. ASAP1-stimulated ARF1 GTP hydrolysis, GDP FP detection. inhibition, % at 16.5 µM. 360,000 compounds, 0.19% hits. AID 624377; in the data active means inhibition above about 25%;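 further: 0% = vehicle with enzyme and substrate and 100% = no enzyme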
TDP2 inh = blocks human TDP2 phosphodiesterase activity; O95551; inhibition, % at 12.8 µM; recombinant TDP2, T5PNP hydrolysis, p-nitrophenol absorbance 415 nm; 370,000 compounds, 0.34% hits;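 active means inhibition above the mean of all tested compounds plus 3 SD, set per campaign, cut at about 25% in these data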;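 further: 0% = DMSO with enzyme and 100% = buffer with substrate but no TDP2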
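test system = human TDP2 enzyme | input = TDP2 enzyme at 120 nM final | medium = 50 mM Tris-HCl pH 7.5 with Mg2+, KCl, DTT, BSA | also added = T5PNP substrate, 5 mM | times = 2 h at 37 °C | technique = epi absorbance | benchmarks = high control without enzyme, low control DMSO plus TDP2 | replication = each compound tested once, singlicate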
proKLK7 act = activators of human kallikrein-7 zymogen. P49862. purified proKLK7, EDANS-DABCYL substrate fluorescence; 100% is mature enzyme control, 0% vehicle. activation, % at 7 µM. 370,000 compounds, 0.9% hits. AID 652039;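 active means activation above the mean of all tested compounds plus 3 SD, computed per campaign excluding outliers beyond control limits, cut at about 13% in these data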
Target sequence (P49862 whole entry, looked up): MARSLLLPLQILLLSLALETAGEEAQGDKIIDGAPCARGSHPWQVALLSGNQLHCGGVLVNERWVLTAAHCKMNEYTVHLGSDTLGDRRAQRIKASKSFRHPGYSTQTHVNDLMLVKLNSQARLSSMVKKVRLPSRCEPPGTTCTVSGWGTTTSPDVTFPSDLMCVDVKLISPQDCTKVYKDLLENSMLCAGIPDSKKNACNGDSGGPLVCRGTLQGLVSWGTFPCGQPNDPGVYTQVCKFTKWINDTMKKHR
ADAM17 inh = ADAM17 inhibition, QFRET primary screen. 370,000 compounds, 0.83% hits. recombinant ADAM17, EDANS/DABCYL FRET peptide cleavage. AID 720648. inhibition, % at 6.95 µM;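 active means inhibition above the mean of compounds lying between control limits plus 3 SD, set per campaign, cut at about 8.5% in these data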;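 further: 0% = DMSO-only wells as the low control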
Target sequence (P78536 215-824 limits assumed): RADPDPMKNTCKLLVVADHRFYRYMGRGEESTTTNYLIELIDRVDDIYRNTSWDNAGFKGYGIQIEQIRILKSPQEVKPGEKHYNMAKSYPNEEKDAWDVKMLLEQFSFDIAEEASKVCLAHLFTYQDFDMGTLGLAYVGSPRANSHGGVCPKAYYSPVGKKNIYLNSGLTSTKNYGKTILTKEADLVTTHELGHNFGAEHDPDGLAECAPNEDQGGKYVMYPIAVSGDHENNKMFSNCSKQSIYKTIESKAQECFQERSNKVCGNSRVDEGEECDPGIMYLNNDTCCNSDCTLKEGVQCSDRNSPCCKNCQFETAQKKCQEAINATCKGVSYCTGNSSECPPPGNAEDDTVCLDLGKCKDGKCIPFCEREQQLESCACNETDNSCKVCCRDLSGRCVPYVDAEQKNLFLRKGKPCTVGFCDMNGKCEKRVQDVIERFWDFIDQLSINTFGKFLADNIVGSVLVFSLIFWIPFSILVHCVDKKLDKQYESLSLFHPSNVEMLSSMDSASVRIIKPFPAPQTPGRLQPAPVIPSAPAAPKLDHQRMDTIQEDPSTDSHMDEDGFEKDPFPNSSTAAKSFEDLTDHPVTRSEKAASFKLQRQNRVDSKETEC
ADAM10 inh = inhibits human ADAM10. recombinant ADAM10, EDANS/DABCYL FRET peptide cleavage, 3 h. 370,000 compounds, 0.62% hits. inhibition, % at 7 µM. AID 720582;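 active means inhibition above a per-campaign cutoff equal to the mean of compounds falling between control-based bounds plus 3 SD, cut at about 20% in these data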;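 further: 0% = DMSO wells while the 100% control is not disclosed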
ARFGAP1 inh = inhibitors of rat ARFGAP1; Q62848; Arfgap1-stimulated ARF1 GTP hydrolysis, GDP FP detection; inhibition, % at 16.5 µM; 360,000 compounds, 0.26% hits; AID 651572;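 active means inhibition above a per-plate limit, mean inhibition of low control wells plus 3 SD, cut at about 25% in these data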;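 further: 0% = DMSO wells with enzyme and 100% = wells lacking Arfgap1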
Target sequence (Q62848 1-136 limits assumed): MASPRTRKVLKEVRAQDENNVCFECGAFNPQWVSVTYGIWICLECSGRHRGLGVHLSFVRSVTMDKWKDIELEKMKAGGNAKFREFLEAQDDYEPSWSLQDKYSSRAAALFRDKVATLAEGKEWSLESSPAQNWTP
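material = rat Arfgap1 catalytic domain, aa 1-136 | also added = human ARF1(Δ1-17)-GTP substrate | compound dosing = one concentration, 16.5 µM, DMSO 1.26% | times = GTP hydrolysis reaction 2 h at 25 °C | measured by = FP, GDP Alexa 633 tracer displaced from anti-GDP antibody, 620/688 nm | evaluation = percent inhibition of Arfgap1-stimulated GTP hydrolysis | replication = single well per compound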
Tn7 DDE FP = disrupts Tn7 cyclic peptide binding to fibrin D-Dimer-E complex; P02675; FP displacement of FITC-Tn7 peptide from fibrin DD(E); 0% = median of compound wells per plate; inhibition, % at 8.3 µM; 370,000 compounds, 0.13% hits; AID 720508;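 active means inhibition above the mean of compounds falling within the control limits plus 3 SD of them, cut at about 14% in these data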;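 further: 0% = plate median of compound wells and 100% = 10 µM Aha-Tn7 peptide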
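System: human fibrin DD(E); quantity: Fibrin-DD(E) at 2 µM final; also added: fluorescent Tn7 probe at 0.1 µM; compound dosing: single nominal test concentration of 8.3 µM per compound; schedule: 10 min preincubation, 3 h with tracer, room temperature; detection: fluorescence polarization of the labelled Tn7 tracer; repeats: one replicate per compound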
DDE Tn6 FP inh = disrupts Tn6 cyclic peptide binding to fibrin D-Dimer-E complex. P02675. Fibrin DD(E) TRITC-Tn6 fluorescence polarization displacement. AID 720509. inhibition, % at 8.3 µM. 370,000 compounds, 0.21% hits;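 active means inhibition above a per-campaign cutoff: mean of compounds within control limits plus 3 SD, cut at about 15% in these data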;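 further: 0% = median of all compound wells on the plate and 100% = blocking peptide control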
LEDGF integ inh = blocks HIV-1 LEDGF/p75-dependent DNA integration | TR-FRET IN-LEDGF/p75 DNA integration, Eu/Cy5 | inhibition, % at 3.7 µM | 370,000 compounds, 0.64% hits;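 active means inhibition above the screen-wide mean plus 3 SD, cut at about 13% in these data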;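 further: signal is the Cy5 over europium emission ratio at 671 and 618 nm; 0% = plate median of compound wells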
* = called active by the depositor.

SMILES | PLCg1 inh | ASAP1 inh | TDP2 inh | proKLK7 act | ADAM17 inh | ADAM10 inh | ARFGAP1 inh | Tn7 DDE FP | DDE Tn6 FP inh | LEDGF integ inh
Cc1ccc(NC(=O)CC2(CC(=O)O)CCCC2)cc1 | -2.5 | -7.5 | 2.5 | 0.2 | -2.3 | -0.8 | 2.0 | 4.7 | -0.6 | 0.8
Cc1ccc(-c2n[nH]c(=O)c3ccccc23)cc1S(=O)(=O)NC(C)(C)C | -1.1 | -11.0 | -8.7 | 0.3 | -2.7 | -13.0 | 2.0 | 1.0 | -8.0 | 0.3
Cc1ccc(C(=O)N/N=C/c2cccnc2)cc1Cl | -0.4 | -5.0 | -8.0 | 0.6 | -3.4 | -13.8 | 7.0 | 4.3 | 5.3 | -2.6
CCCc1cc(=O)[nH]c(SCC(=O)NC2CCCCC2)n1 | 4.5 | -1.9 | -10.4 | -0.8 | -1.1 | 5.8 | -11.8 | -0.2 | -12.3 | 2.7
O=c1c2cn[nH]c2[nH]c(=S)n1-c1ccccc1Cl | -1.6 | -10.0 | 0.7 | 0.5 | -4.0 | -11.8 | 4.6 | 6.9 | -2.1 | 0.0
COCC(C)n1c(C)cc(C(=O)COC(=O)CCc2nc3ccccc3c(=O)[nH]2)c1C (centres undefined) | 0.9 | -3.5 | 31.2* | 0.5 | -1.0 | -8.5 | -0.2 | 2.1 | 9.2 | 0.4
Cc1cccc(NC(=O)CN2C(=O)S/C(=C\c3ccc(-c4cccc(C(=O)O)c4C)o3)C2=O)c1 | -12.1 | 11.9 | -0.2 | 0.1 | -4.3 | -2.1 | 7.5 | 7.8 | -9.2 | -4.6
Cc1ccc2cc(C#N)c(SCC(=O)N3CCCC3)nc2c1 | -3.0 | -2.2 | -1.2 | 0.7 | -4.1 | -0.5 | 8.4 | 2.8 | -2.1 | 1.3
CC1(C)Cc2c(cnn2-c2cccc(F)c2)C(NC(=O)c2cc[n+]([O-])cc2)C1 (centres undefined) | 0.3 | -9.8 | -2.6 | 0.6 | -4.9 | -5.0 | -5.4 | -0.1 | 4.2 | 0.2
O=C(CSc1nnc(Cc2cc(=O)[nH]c(=O)[nH]2)n1-c1ccc(F)cc1)NC1CCCC1 | -7.6 | 8.0 | 1.1 | -0.4 | -1.0 | -3.4 | -8.0 | 2.3 | -2.4 | 0.6
O=C(COc1ccccc1F)Nc1cc(S(=O)(=O)Nc2cccc(Cl)c2)ccc1O | -1.5 | 4.6 | -9.2 | -0.2 | 4.3 | -11.1 | 3.9 | -0.4 | 3.5 | -6.6
Cc1onc(C(=O)Nc2ccccc2C(F)(F)F)c1[N+](=O)[O-] | 1.7 | -7.4 | -2.3 | 0.3 | -5.2 | -5.7 | 6.6 | -4.6 | 0.6 | -1.2
Cc1ccc2nc(Nc3ccc(F)cc3)c3nncn3c2c1 | -20.1 | -2.2 | -3.5 | -1.4 | -1.9 | 0.7 | 13.2 | 5.2 | -1.2 | 1.7
C[C@@H]1CN([C@H](C)CO)C(=O)CCCn2cc(nn2)CO[C@H]1CN(C)S(=O)(=O)c1cccs1 | 3.5 | -4.5 | 13.8 | 0.2 | -1.8 | -0.7 | -11.7 | 5.9 | 2.0 | 2.9
CCC1(c2ccccc2)NC(=O)N(CC(=O)N2CC(=O)Nc3ccccc32)C1=O (centres undefined) | 0.1 | -5.1 | 3.4 | -0.4 | 0.9 | 0.7 | -2.8 | 0.7 | 2.7 | 3.4
COc1ccc(C)cc1S(=O)(=O)N(C)CC(N)=O | -1.3 | -6.8 | -2.6 | 0.3 | -1.2 | -0.4 | 1.2 | -1.1 | 6.5 | -0.7
CCn1cc(Br)c(C(=O)Nc2cccc(SC)c2)n1 | 1.0 | 0.7 | 5.5 | 0.2 | -2.0 | 5.7 | 4.9 | -2.2 | -0.4 | -3.0
CC(C)NC(=O)Cn1c(SCC(=O)N2CCCCCC2)nc2ccccc21 | 2.4 | -2.4 | -4.5 | -0.2 | 1.3 | 1.4 | -3.3 | -3.6 | -3.1 | 3.2
Cc1noc(NS(=O)(=O)c2ccc(NC(=O)c3cc4ccccc4o3)cc2)c1C | 1.6 | 4.5 | 5.0 | 0.1 | -4.7 | -12.0 | 6.5 | -0.1 | -0.4 | -5.5
CC1C(=O)N2CCCc3cc(NC(=O)C(=O)NCCc4c[nH]c5ccccc45)cc1c32 (centres undefined) | -3.0 | -5.3 | 2.1 | 0.4 | -2.5 | -16.3 | 13.8 | 0.1 | -3.9 | -1.6
Cc1sc(NC(=O)c2ccccc2)c(C#N)c1-c1ccccc1 | -30.8 | 5.2 | 2.3 | 0.3 | -107.0 | -162.4 | 24.1 | -5.4 | 2.8 | -2.5
O=C(Nc1ccccc1)Nc1nc(-c2ccccc2)cs1 | 0.6 | 8.9 | 4.7 | -0.1 | -0.8 | 1.3 | 6.4 | 5.1 | 2.3 | -4.0
C=CCNC(=O)C1CC=CCC1C(=O)O (centres undefined) | 1.9 | 1.1 | 1.8 | 0.0 | -5.1 | -2.9 | 2.2 | 8.7 | 11.0 | 2.8
COc1cc(CNn2c(C)n[nH]c2=S)cc(Cl)c1OCc1ccccc1 | 7.6 | 4.2 | -7.5 | -0.2 | 5.1 | 28.1* | -1.9 | 1.9 | 4.1 | 7.4
COc1cccc(NC(=O)CSc2cccc[n+]2[O-])c1 | -2.0 | 0.2 | 6.5 | -0.6 | 0.1 | 1.6 | 3.8 | 4.3 | 3.6 | -1.4
CCOC(=O)C1=C(COC(=O)/C=C/c2ccccc2Cl)NC(=O)NC1C (centres undefined) | 0.7 | -0.8 | 0.4 | -0.2 | -0.3 | 2.5 | 1.3 | -6.0 | -6.7 | -1.9
CC(C)(C)c1cc(CCC(=O)NNC(=O)c2ccco2)cc(C(C)(C)C)c1O | 3.0 | -6.6 | -15.6 | 0.2 | -2.1 | 5.6 | -1.6 | -2.4 | 0.0 | 3.8
O=C(Nc1ccc(F)c(F)c1)c1ccc2c(c1)OCO2 | 1.6 | 5.9 | 7.1 | 0.3 | 1.6 | 2.1 | 3.3 | 8.6 | -4.1 | 0.7
CCOc1ccccc1N1CC(C(=O)NC2CCCCCC2)CC1=O (centres undefined) | 0.0 | -10.8 | -0.5 | -0.5 | 3.2 | -19.2 | 1.3 | 1.5 | 0.9 | 1.8
O=C(Oc1ccc(Cl)c2cccnc12)c1ccco1 | 4.5 | 5.5 | -3.4 | 0.3 | -0.6 | 8.8 | -10.7 | -4.5 | 0.7 | 0.8
CCO[C@H]1OC(C(=O)Nc2ccccc2)=C[C@@H](C2CC2)[C@@H]1CCCO | 3.3 | -1.8 | 0.6 | 0.2 | -2.2 | 1.7 | 5.7 | -3.4 | -10.0 | 0.7
CCn1c(=O)cc(OCC(=O)Nc2cc(C)ccn2)c2ccccc21 | -3.8 | -4.1 | 0.2 | 0.1 | 1.2 | 5.3 | 10.8 | 6.0 | -3.0 | -0.2
Cn1cc(-c2nnnn2-c2ccc(Cl)cc2)c(=O)c2ccccc21 | 8.2 | 2.4 | -0.3 | -0.9 | -1.6 | 8.3 | 1.2 | 4.2 | -10.6 | 1.5
COc1cc(OC)c(C(=O)OCC(=O)c2ccc3c(c2)NC(=O)CO3)cc1OC | -1.0 | 11.6 | -3.0 | 1.0 | -6.1 | -4.6 | -8.1 | -6.2 | 2.3 | 1.9
COCCn1c(SCC(=O)NC2CCCC2)nc2cccnc21 | -0.3 | 4.5 | 6.0 | 0.0 | 3.9 | 2.5 | 7.0 | -7.2 | 6.8 | 1.6
CC(=O)C1=C(O)CC(C)(C)CC1=NCCc1nc2ccccc2[nH]1 | -4.0 | -4.1 | -1.2 | 0.2 | -8.9 | -7.4 | 3.8 | 0.3 | -7.5 | -2.2
O=C(CN1C(=O)COc2ccc(Cl)cc21)N1CCCCC1 | -0.7 | -0.7 | 12.9 | 0.2 | -2.0 | -2.9 | -0.1 | -8.8 | 1.0 | -0.9
CCCn1c(N)c(N(CCOC)C(=O)c2cccc(C(F)(F)F)c2)c(=O)[nH]c1=O | 0.7 | 5.5 | 1.3 | 0.5 | -4.8 | 5.7 | 4.6 | 6.6 | 1.0 | -4.4
c1ccc2c(c1)[nH]c1nc3nncn3nc12 | 1.2 | 0.1 | 2.9 | -0.2 | -3.5 | -3.3 | 12.9 | -4.5 | 2.5 | 0.2
CCN(C(=O)COC(=O)c1cc(C)oc1C)c1c(N)n(Cc2ccccc2)c(=O)[nH]c1=O | -0.9 | -3.4 | -0.3 | -0.3 | -0.3 | -6.7 | -4.9 | -2.5 | 0.9 | 0.2
O=C(Nc1cccnc1)Nc1ccccc1Cl | 3.4 | -7.3 | 5.9 | 0.1 | -0.1 | 3.9 | 8.8 | -1.9 | -5.7 | 3.5
CCOC(=O)C1CCN(C(=O)Cc2c(C(=O)O)[nH]c3ccccc23)CC1 | -3.6 | -1.6 | 11.7 | -1.2 | -6.0 | 1.3 | -2.1 | -2.6 | -3.9 | -3.1
CC(=O)n1cc(Nc2ccccc2C(=O)O)c2ccccc21 | -225.3 | -3.4 | -2.1 | -40.2 | -99.8 | -280.2 | -3.8 | 0.7 | -1.0 | 2.2
Fc1cccc(Cl)c1CNC(c1ccccc1)c1ccccc1 | -0.8 | 17.9 | -2.1 | 0.1 | -2.5 | -0.6 | 2.4 | -2.0 | -3.5 | 2.1
CCCSCCCNC(=O)CN1C(=O)COc2ccc(S(=O)(=O)N3CCCC3)cc21 | -1.7 | 4.9 | 7.5 | 0.5 | -1.5 | 0.6 | 11.0 | 1.1 | 6.4 | -1.4
COc1ccc2cc(CCNS(=O)(=O)c3ccc(NC(C)=O)cc3)c(=O)[nH]c2c1 | 4.1 | -13.2 | -11.4 | 0.8 | -36.9 | -116.4 | -7.0 | -0.7 | -2.2 | 8.8
S=C(NCc1ccccc1)N1CCn2cccc2C1c1ccncc1 (centres undefined) | -8.8 | 11.1 | 6.7 | 1.0 | -3.3 | -2.0 | -7.2 | -0.1 | 2.5 | -3.2
Cc1ccc(SCCCn2cncn2)cc1 | -36.3 | 1.8 | 11.2 | 0.1 | -2.8 | -2.5 | 1.8 | -2.2 | 5.2 | 3.1

Not a hit list. Share with any hit: about 4.2%.
